Calb biofilm kill = kills Candida albicans biofilms. inhibition, % at 6 µM. hit rate 0.14% among 85,000. C. albicans biofilm + clotrimazole, Alamar Blue. AID 834;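 active means inhibition above 20%; inactive means inhibition below 20%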;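 further: preformed 24 hr biofilms exposed to compound for 48 hr; 0% = biofilm without compound and 100% = blank killed by clotrimazole plus chlorhexidine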
HIV Rev-RRE inh = inhibitors of HIV-1 Rev-RRE RNA interaction; P05866; Rev peptide-RRE RNA binding, FRET; inhibition, % at 8 µM; hit rate 0.79% among 97,000; AID 704;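 active means inhibition above the screen-wide mean plus 3 SD, cut at about 35% in these data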;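 further: 0% = median DMSO wells and 100% = median Neomycin B control wells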
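Assay system: labelled RRE RNA duplex and labelled Rev peptide / Medium: HEPES pH 7.5 salt buffer with EDTA / Reagent: labelled Rev peptide / Schedule: 5 + 15 min at 25 °C / Signal: FRET, excitation 480 nm, emission 540 nm donor and 671 nm acceptor / Benchmarks: DMSO and neomycin B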
PTPN22 act = activators of human LYP (PTPN22) phosphatase; Q9Y2R2; recombinant LYP, DiFMUP fluorescence; 0 = plate median, 100 = signal doubled; activation, % at 2 µM; hit rate 0.11% among 96,000;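 active means activation at 2 µM above a set limit, the mean plus 5 SD, cut at about 37% in these data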
PLK1 inh = inhibitors of human PLK1 kinase. inhibition, % at 10 µM. P53350. recombinant PLK1 kinase, TR-FRET peptide phosphorylation. hit rate 0.53% among 97,000;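 active means inhibition of 50% or more in the single-concentration screen; inactive means inhibition below 50%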;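 further: 0% = DMSO max control and 100% = H-89 dihydrochloride min control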
Target sequence (P53350 whole entry, looked up): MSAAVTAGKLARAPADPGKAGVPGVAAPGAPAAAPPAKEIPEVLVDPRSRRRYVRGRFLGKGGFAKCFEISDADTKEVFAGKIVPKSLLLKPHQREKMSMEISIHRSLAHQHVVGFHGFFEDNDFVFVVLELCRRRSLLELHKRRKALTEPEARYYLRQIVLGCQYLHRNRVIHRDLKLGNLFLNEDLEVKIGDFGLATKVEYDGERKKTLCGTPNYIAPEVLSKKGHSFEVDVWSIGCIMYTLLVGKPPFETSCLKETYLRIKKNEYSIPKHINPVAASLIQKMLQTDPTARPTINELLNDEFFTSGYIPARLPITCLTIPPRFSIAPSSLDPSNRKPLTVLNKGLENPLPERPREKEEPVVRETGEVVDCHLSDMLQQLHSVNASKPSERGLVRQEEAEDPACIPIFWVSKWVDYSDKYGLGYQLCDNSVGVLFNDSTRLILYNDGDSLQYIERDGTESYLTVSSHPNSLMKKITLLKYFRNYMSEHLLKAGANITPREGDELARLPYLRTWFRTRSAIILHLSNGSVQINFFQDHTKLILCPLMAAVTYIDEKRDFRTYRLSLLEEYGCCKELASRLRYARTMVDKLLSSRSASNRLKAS
LYP inh 2 = LYP (human) phosphatase inhibition; hit rate 0.21% among 96,000; Q9Y2R2; inhibition, % at 2 µM; AID 640; recombinant LYP catalytic domain, DiFMUP fluorescence;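 active means inhibition at 2 µM at or above a set limit, the screen mean plus 3 SD, cut at about 24% in these data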;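 further: 0% = DMSO with enzyme and 100% = enzyme fully blocked by orthovanadate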
EphB4 antag = antagonists of human EphB4-ephrin-B2 interaction; P54760; EphB4 LBD / TNYL-RAW-Alexa532 peptide, fluorescence polarization; inhibition, % at 7 µM; hit rate 0.15% among 97,000; AID 720;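 active means inhibition above the screen-wide mean inhibition plus 3 SD, cut at about 15% in these data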;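 further: 0% = DMSO wells and 100% = excess unlabeled TNYL-RAW peptide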
CYP2C9 act = CYP2C9 (human) activation. activation factor at 5 µM. P11712. hit rate 1.4% among 96,000. recombinant CYP2C9, luciferin-H conversion, luminescence; hits give high values; factor 1 = untreated enzyme, 0 = blocked;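 active means activation factor of 2 or more for CYP2C9 at a 5 µM dose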;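 further: 0 = sulfaphenazole-blocked wells and 1 = vehicle-only wells; values of inactives mirror those of a sister screen read the other way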
Target sequence (P11712 whole entry, looked up): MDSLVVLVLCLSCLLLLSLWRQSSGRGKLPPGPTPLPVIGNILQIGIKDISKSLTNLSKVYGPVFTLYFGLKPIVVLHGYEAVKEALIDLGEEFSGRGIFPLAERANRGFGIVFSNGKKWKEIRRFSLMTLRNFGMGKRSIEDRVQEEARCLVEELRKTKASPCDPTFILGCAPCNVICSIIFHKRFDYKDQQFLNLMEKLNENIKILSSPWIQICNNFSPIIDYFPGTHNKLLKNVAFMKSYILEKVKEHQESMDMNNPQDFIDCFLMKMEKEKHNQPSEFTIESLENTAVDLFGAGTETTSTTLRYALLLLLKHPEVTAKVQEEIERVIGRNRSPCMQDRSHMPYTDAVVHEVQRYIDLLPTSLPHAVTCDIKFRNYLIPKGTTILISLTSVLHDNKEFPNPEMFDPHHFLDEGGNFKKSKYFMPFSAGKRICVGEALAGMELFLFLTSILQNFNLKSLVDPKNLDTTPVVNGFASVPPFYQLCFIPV
Plk1 PBD FP = blocks phosphopeptide binding to human Plk1 polo box domain; P53350; Plk1 PBD phosphopeptide binding, fluorescence polarization; inhibition, %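 (tested at about 20 µM)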; hit rate 0.13% among 97,000; AID 693; in the data active means inhibition above about 34%, passing the limit was not always enough
CYP2C9 inh = human CYP2C9 inhibition; P11712; CYP2C9 Supersomes, luciferin-H conversion, luminescence; inhibition, % at 5 µM; hit rate 20% among 96,000;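 active means blocking of liver enzyme CYP2C9 beyond about 50% at 5 µM, limit read from the data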; further: values of inactives mirror those of a sister screen read the other way
The depositor's hits bear a star; · = no result given; [ ] = another dose, or the depositor's remark.

SMILES	Calb biofilm kill	HIV Rev-RRE inh	PTPN22 act	PLK1 inh	LYP inh 2	EphB4 antag	CYP2C9 act	Plk1 PBD FP	CYP2C9 inh
COc1ccccc1-c1cc(-c2cc(Cl)ccc2O)n[nH]1	-3	5	-1	-1	-2	-11	0.9	4	11
COc1cccc(NC(=O)c2ccccc2-c2nc(-c3cccc(C)c3)no2)c1	1	19	-6	-5	3	7	0.4	3	61*
CCOC(=O)C1=C(c2cccc(F)c2)NC(=S)NC1C (stereo not drawn)	·	1	-5	-7	8	10	0.9	-32	6
Cc1ccc(C)n1-c1ccccc1N	9	30	2	-4	-3	4	·	-20	·
Cc1cc2cc3c(cc2nc1SCC(=O)O)OCCO3	·	0	-7	-2	5	-5	0.6	-18	40
CC(Oc1ccc(Cl)cc1)C(=O)OCC(=O)Nc1ncc(Cl)cc1Cl (stereo not drawn)	0	12	-2	-3	2	1	1.2	-14	-21
Cc1ccc(C(C(=O)NC2CCCC2)N(C(=O)c2csnn2)C2CCCC2)o1 (stereo not drawn)	7	3	3	-14	-6	-3	0.8	5	20
N#Cc1ccc(NC(=O)c2nc(-c3ccccc3)n(-c3ccccc3)n2)cc1	1	-2	1	8	2	-3	0.8	24	21
COc1ccc(-c2nc(CS(=O)CC(=O)NCc3cccnc3)c(C)o2)cc1 (stereo not drawn)	6	9	1	-1	-4	3	0.4	0	62*
CC(=O)Nc1ccc(OC(F)(F)C(F)C(F)(F)F)c(NC(C)=O)c1 (stereo not drawn)	3	2	5	-11	-8	-2	1.1	14	-15
CCc1ccccc1N1C(=O)c2cccc3c(N4CCOCC4)c([N+](=O)[O-])cc(c23)C1=O	·	8	1	-10	3	5	0.6	-13	37
CCOC(=O)CC(=O)CSc1nc(C)cc(-c2cccnc2)c1C#N	7	2	-7	-9	6	1	0.3	2	73*
Cc1oc2c(CN(C)C)c(O)ccc2c(=O)c1-c1ccc2ccccc2n1	-1	5	10	-2	-11	1	1	-35	4
CC1CCCC(C)N1C(=O)Cc1ccccc1 (stereo not drawn)	-2	7	2	-1	-1	3	0.6	9	41
O=C(CSc1nnc2c(Cl)cc(Cl)cn12)N1CCN(S(=O)(=O)c2ccccc2)CC1	9	5	-10	-6	8	10	1.1	5	-12
CC(C)(C)OC(=O)N1CCC(C(=O)N[C@@H](Cc2ccccc2)C(=O)O)CC1	4	0	2	-7	-4	0	0.9	8	9
O=C(NCc1ccccc1)C12CN(Cc3ccccc3)CC1C(c1ccc([N+](=O)[O-])cc1)=NO2 (stereo not drawn)	·	4	5	-8	0	3	0.8	-32	16
O=C(CC1Oc2ccccc2NC1=O)NCc1ccc(Cl)cc1 (stereo not drawn)	-7	2	-1	-12	-2	4	1.4	13	-44
COc1ccc(NS(=O)(=O)c2ccc(S(=O)(=O)N3CCCC3)cc2)cc1Cl	·	3	-6	-7	3	0	0	-26	97*
O=c1c2ccccc2nc(N/N=C/c2ccccc2)n1O	13	9	-1	-9	0	10	1	12	-1

With a hit mark in CYP2C9 inh (from the list above):
Molecule	HIV Rev-RRE inh	PTPN22 act	PLK1 inh	LYP inh 2	EphB4 antag	CYP2C9 act	Plk1 PBD FP	CYP2C9 inh
COc1cccc(NC(=O)c2ccccc2-c2nc(-c3cccc(C)c3)no2)c1	19	-6	-5	3	7	0.4	3	61*
COc1ccc(-c2nc(CS(=O)CC(=O)NCc3cccnc3)c(C)o2)cc1 (stereo not drawn)	9	1	-1	-4	3	0.4	0	62*
CCOC(=O)CC(=O)CSc1nc(C)cc(-c2cccnc2)c1C#N	2	-7	-9	6	1	0.3	2	73*
COc1ccc(NS(=O)(=O)c2ccc(S(=O)(=O)N3CCCC3)cc2)cc1Cl	3	-6	-7	3	0	0	-26	97*

(listing goes on)
SMILES	Calb biofilm kill	HIV Rev-RRE inh	PTPN22 act	PLK1 inh	LYP inh 2	EphB4 antag	CYP2C9 act	Plk1 PBD FP	CYP2C9 inh
CCOc1ccc(CC(=O)Nc2c(C(N)=O)oc3ccc(Br)cc23)cc1OCC	-5	1	9	-9	-9	-10	0.9	-2	13
COc1ccc(OC)c(C2CC(=O)N3CN(c4ccccc4F)CSC3=C2C#N)c1 (stereo not drawn)	3	5	-5	-22	2	-7	0.1	2	89*
COc1ccc(S(=O)(=O)N(CC(=O)NCCCN(C)C)c2ccc(C)cc2)cc1OC	8	5	1	-7	-4	7	1	1	-1
CCNc1ccc(Br)cc(C(=O)/C=C/c2ccc(Cl)cc2Cl)c1=O	9	79*[fluorescence artefact?]	-2	-4	1	-1	·	5	·
CC(C)NC(=O)c1ccc2c(c1)S(=O)(=O)c1ccccc1C2=O	1	9	-2	-5	3	-3	0.9	12	14
CC(=O)c1c(C)nc(-c2ccccc2)n1O	0	10	-11	-6	14	5	1.1	6	-10
Cc1nn(Cc2ccc(C(=O)Nc3nc4c(C)cccc4s3)o2)c(C)c1Br	3	2	-5	-12	7	1	0.7	19	31
CCN(CC)S(=O)(=O)c1cc([N+](=O)[O-])ccc1NNC(=O)Nc1ccccc1	2	14	4	-12	-4	0	0.7	2	26
O=C(CSc1nc2c(c(=O)[nH]1)CCCC2)Nc1ccc(Cl)cc1F	5	14	-4	6	2	8	1	7	5
COC(=O)CNc1c(-c2ccccn2)nc2ccc(Br)cn12	·	30	12	-3	-18	7	0.9	-6	14
Cc1nnc(NC(=O)CSc2nnc(-c3ccoc3C)n2CC(C)C)s1	8	7	4	-10	-6	-3	0.5	1	46
O=C(O)CCn1c(SCc2ccccc2)nc2ccccc21	6	8	2	2	1	4	0.9	9	8
CCCCSc1nc(N)c(NC(=O)c2ccco2)c(=O)[nH]1	0	4	5	4	-9	-6	1.1	1	-10
COc1ccccc1N1C(=O)c2cccc3c(C(=O)O)ccc(c23)C1=O	0	3	-5	-11	5	5	1.1	20	-5
c1c2c(cc3sc(N4CCOCC4)nc13)OCO2	7	10	-5	-4	6	-7	1	16	3
O=C(CCN1C(=O)C2C3C=CC(C3)C2C1=O)NCCc1ccccc1Cl (stereo not drawn)	-2	4	2	-14	-5	3	0.9	-12	7
Nc1ccc2c3c(cccc13)CC2	·	47*	-8	-1	6	-2	1.1	-5	-11
CCCn1c(/N=C/c2c[nH]c3ccccc23)nc2ccccc21	0	7	1	-3	1	2	0.8	-21	15
COc1ccc(C2=NOC(C(=O)Nc3cc(C)nn3-c3ccccc3)C2)cc1OC (stereo not drawn)	-1	-2	7	-12	-8	-7	0.8	-8	19
COc1cc(NC(=O)c2cccs2)c(C(=O)OCC(=O)NC(=O)NC(C)(C)C)cc1OC	2	6	0	-13	1	-3	0.6	-15	43
COCC(=O)OCC(=O)Nc1cc(C(C)(C)C)nn1-c1ccccc1	5	2	-1	-9	3	-5	0.9	-11	9
O=C(NCc1cccs1)C1CCCN(S(=O)(=O)c2ccc(Br)s2)C1 (stereo not drawn)	8	10	-5	-10	7	3	1.3	-17	-31
COc1ccc(C(=O)NCC(C)C)c(OC)c1	5	-3	-6	0	7	0	·	-6	·
O=C(CSc1nnc(C2CC2)n1Cc1ccccc1)c1cc2ccccc2o1	7	15	-1	-21	0	-2	0.1	-10	88*
Cc1ccc(C(=O)CCNc2cccc(Br)c2)o1	6	4	15	-4	-18	6	0.8	-12	16
Cc1ccc(C(=O)O/N=C\c2ccc(N3CCOCC3)c([N+](=O)[O-])c2)cc1	·	2	-3	-13	6	1	1	18	-4
CCOCCCNC(=O)CN(Cc1ccc(Cl)cc1)S(C)(=O)=O	3	3	0	-15	-4	-5	1	-6	-4
COc1ccc(CN(Cc2nc3ccccc3c(=O)[nH]2)C(=O)NC2CCCCC2)cc1	8	10	-4	2	-1	-6	0.6	-14	40
Cc1cc(/C=N/n2cnnc2)c(C)n1-c1ccccc1	2	4	-3	-12	5	7	0.3	12	73*
COC(=O)c1cn(NC(=O)C2COc3ccccc3O2)c(=O)c2ccccc12 (stereo not drawn)	1	-2	10	-8	-12	4	0.9	2	14
CC(=O)c1cccc(NS(=O)(=O)c2c(C)noc2C)c1	-1	4	-11	2	10	-2	0.6	33	41
N#C/C(=C\c1ccc(N2CCOCC2)o1)c1nc2ccccc2[nH]1	9	136*[fluorescence artefact?]	-1	-66	2	-17	1.3	-223	-29
CCCCC(=O)Nc1ccc(NC(=O)C2CC2)nc1	10	8	5	-1	-2	10	·	-14	·
CCN1CCN(CC(=O)Nc2ccc(C)cc2C)C(=O)C1=O	4	7	-9	5	8	-4	0.5	18	50
Cn1ncc2c(Nc3cccc(C(=O)O)c3)ncnc21	-3	12	1	-9	-4	8	0.7	-5	25
Cn1ccnc1SCC(=O)NC1CCCCC1	6	12	-13	3	11	3	1	-1	-5
Brc1ccc(-c2ncc(-c3ccccc3)cn2)cc1	-1	4	1	-12	1	-1	0.9	14	11
COCCn1c(SCC#N)nnc1-c1ccc(OC)cc1	4	6	-6	-13	8	-2	·	-26	·
Cc1nc2ncnn2c(C)c1CCC(=O)N1CCOCC1	12	8	0	-18	0	-10	1	42	-2
Cc1cc2nc(N)sc2cc1[N+](=O)[O-]	·	1	-2	-10	-3	-10	1	4	1
CCCc1nnc(NC(=O)CCC(=O)N2CCN(CCOc3ccc(C)cc3)CC2)s1	3	9	2	-4	-6	2	0.5	-2	47
CCc1nc(OCCN(CC)CC)c2oc3ccccc3c2n1	10	5	2	7	-4	2	1.1	6	-10
COc1cc2c(cc1NC(=O)CSc1ccc(C)cc1)oc1ccccc12	·	14	1	-9	3	10	0.5	-7	48
COc1ccc(NC(=O)C(C)N2c3cccc4cccc(c34)S2(=O)=O)cc1 (stereo not drawn)	1	5	-8	-5	6	-3	0.5	1	50
O=C(c1cc(-c2cccs2)on1)N1CCCCC1	9	-1	-6	5	5	1	1.2	13	-21
O=C(Nc1ncc(Cc2ccccc2)s1)C1CCCO1 (stereo not drawn)	2	3	-1	-3	-1	-5	0.7	6	32
COC(=O)C1=C(C)NC(C)=C(C(=O)OC)C1c1ccc(OC(=O)c2ccco2)cc1	5	2	7	1	-9	6	0.4	20	57*
CCOc1cc2c(cc1OCC)C(C(=O)O)C(c1ccc(OC)c(O)c1)N(C)C2=O (stereo not drawn)	1	5	4	5	-6	-9	1.1	-12	-10
Cc1ccc(N(C)C(=O)N2CCN(c3ccccn3)CC2)cc1	13	6	-7	-11	6	-2	0.5	18	53*
CCN1CCN(S(=O)(=O)c2cccc([N+](=O)[O-])c2)CC1	·	2	12	-4	-7	-3	0.7	3	33
CCCSc1nc(N2CCOCC2)c2c(c1C#N)CCCC2	4	14	-3	-14	2	4	0.1	51*	93*
CCOc1ccccc1OCC(=O)NCc1ccco1	3	6	-2	-19	-1	-2	1.1	-12	-7
O=[N+]([O-])c1ccc(N2CCN(S(=O)(=O)c3ccc(Cl)cc3)CC2)cc1NCC1CCCO1 (stereo not drawn)	·	7	-5	-3	5	2	0.9	4	13
CCOC(=O)c1nc(Nc2ccc(C)cc2)c2ccccc2n1	3	6	-4	-3	6	0	0.3	17	66*
Cc1nc2cc(NC(=O)Nc3ccc(N4CCOCC4)cc3)ccc2n1C	0	6	-11	-10	11	4	0.8	0	18
Cc1ccc(NC(=O)CC(C)N2CCCC2)cc1 (stereo not drawn)	5	9	2	-9	-1	0	1.1	8	-9
O=C(CN1CCC(n2nnc3cc(F)ccc32)CC1)Nc1ccc2c(c1)CCC2	12	10	-5	-4	11	-5	0.6	-3	45
Cc1cc(C)cc(NC(=O)CSc2nnc(CN3CCOCC3)n2C)c1	5	-2	9	-1	-11	1	·	-7	·
O=C(CSc1nnc(-c2ccco2)n1Cc1ccco1)Nc1ccccc1	6	4	-7	-5	7	-5	0.4	-2	64*
O=C(CN(Cc1ccc(F)cc1)C(=O)c1ccco1)NCc1ccc(F)cc1	·	2	4	-8	0	-6	0.7	2	26
